Screening data deposited in PubChem by several laboratories.
PrPC surface inh – reduces human prion protein on the cell surface. P04156. cell surface PrPC, TR-FRET read-out. inhibition, % at 13.8 µM. 0.43% of 370,000 active. AID 720596; in the data active means inhibition above about 24%; further: 0% = median of the test wells and 100% = reference compound wells
FadD28 binding – blocks FadD28 binding to the bisubstrate probe. inhibition, % at 12.5 µM. fluorescence polarization. 0.22% of 360,000 active. AID 588549; in the data active means inhibition above about 8.5%, passing the limit was not always enough; inconclusive means no clear call, values can overlap the other calls
Anthrax LF inh2 – anthrax lethal factor protease inhibition; P15917; multiplex microsphere protease cleavage assay, LF; inhibition, % at 10 µM; 0.12% of 360,000 active; further: plate controls were buffer without enzyme for full effect and enzyme alone for no effect
Yp Topo-I inh – Y. pestis Topo-I inhibition via cleavage products | Y. pestis Topo-I cleavage product accumulation, plate reader | activity, % at 10 µM | 0.064% of 360,000 active | AID 504884; in the data active means activity above about 50%, passing the limit was not always enough; inconclusive means no clear call, values can overlap the other calls; further: inactives centre near 2
CCHF vOTU inh – CCHFV vOTU protease inhibition; AID 651958; inhibition, % at 11.5 µM; Pep-AMC fluorescence; 0.55% of 370,000 active; in the data active means inhibition above about 30%; further: 0% = vehicle wells with enzyme and 100% = no enzyme wells
BoNT F protease – blocks Botulinum neurotoxin F light chain protease; 0.22% of 360,000 active; inhibition, % at 10 µM; Multiplex microsphere protease cleavage assay, flow cytometry; in the data active means inhibition above about 35%, passing the limit was not always enough; inconclusive means no clear call, values can overlap the other calls; further: plate controls were buffer without enzyme for full effect and enzyme alone for no effect
PfHsp40 yeast – restores yeast growth despite PfHsp40 toxicity; S. cerevisiae expressing PfHsp40, growth rescue, ATP luminescence; 0.68% of 340,000 active; growth rescue, % at 12.5 µM; in the data active means growth rescue above about 28%, passing the limit was not always enough; inconclusive means no clear call, values can overlap the other calls;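 further: yeast W303a lacking pdr1 and pdr3 grown in galactose medium; growth measured after three days at 30 °C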
TcdB GH inh – TcdB glycohydrolase inhibition; P18177; TcdB glycohydrolase enzymatic assay, plate reader; inhibition, % at 9.99 µM; 0.24% of 350,000 active; in the data active means inhibition above about 10%
Target sequence (P18177 whole entry, looked up): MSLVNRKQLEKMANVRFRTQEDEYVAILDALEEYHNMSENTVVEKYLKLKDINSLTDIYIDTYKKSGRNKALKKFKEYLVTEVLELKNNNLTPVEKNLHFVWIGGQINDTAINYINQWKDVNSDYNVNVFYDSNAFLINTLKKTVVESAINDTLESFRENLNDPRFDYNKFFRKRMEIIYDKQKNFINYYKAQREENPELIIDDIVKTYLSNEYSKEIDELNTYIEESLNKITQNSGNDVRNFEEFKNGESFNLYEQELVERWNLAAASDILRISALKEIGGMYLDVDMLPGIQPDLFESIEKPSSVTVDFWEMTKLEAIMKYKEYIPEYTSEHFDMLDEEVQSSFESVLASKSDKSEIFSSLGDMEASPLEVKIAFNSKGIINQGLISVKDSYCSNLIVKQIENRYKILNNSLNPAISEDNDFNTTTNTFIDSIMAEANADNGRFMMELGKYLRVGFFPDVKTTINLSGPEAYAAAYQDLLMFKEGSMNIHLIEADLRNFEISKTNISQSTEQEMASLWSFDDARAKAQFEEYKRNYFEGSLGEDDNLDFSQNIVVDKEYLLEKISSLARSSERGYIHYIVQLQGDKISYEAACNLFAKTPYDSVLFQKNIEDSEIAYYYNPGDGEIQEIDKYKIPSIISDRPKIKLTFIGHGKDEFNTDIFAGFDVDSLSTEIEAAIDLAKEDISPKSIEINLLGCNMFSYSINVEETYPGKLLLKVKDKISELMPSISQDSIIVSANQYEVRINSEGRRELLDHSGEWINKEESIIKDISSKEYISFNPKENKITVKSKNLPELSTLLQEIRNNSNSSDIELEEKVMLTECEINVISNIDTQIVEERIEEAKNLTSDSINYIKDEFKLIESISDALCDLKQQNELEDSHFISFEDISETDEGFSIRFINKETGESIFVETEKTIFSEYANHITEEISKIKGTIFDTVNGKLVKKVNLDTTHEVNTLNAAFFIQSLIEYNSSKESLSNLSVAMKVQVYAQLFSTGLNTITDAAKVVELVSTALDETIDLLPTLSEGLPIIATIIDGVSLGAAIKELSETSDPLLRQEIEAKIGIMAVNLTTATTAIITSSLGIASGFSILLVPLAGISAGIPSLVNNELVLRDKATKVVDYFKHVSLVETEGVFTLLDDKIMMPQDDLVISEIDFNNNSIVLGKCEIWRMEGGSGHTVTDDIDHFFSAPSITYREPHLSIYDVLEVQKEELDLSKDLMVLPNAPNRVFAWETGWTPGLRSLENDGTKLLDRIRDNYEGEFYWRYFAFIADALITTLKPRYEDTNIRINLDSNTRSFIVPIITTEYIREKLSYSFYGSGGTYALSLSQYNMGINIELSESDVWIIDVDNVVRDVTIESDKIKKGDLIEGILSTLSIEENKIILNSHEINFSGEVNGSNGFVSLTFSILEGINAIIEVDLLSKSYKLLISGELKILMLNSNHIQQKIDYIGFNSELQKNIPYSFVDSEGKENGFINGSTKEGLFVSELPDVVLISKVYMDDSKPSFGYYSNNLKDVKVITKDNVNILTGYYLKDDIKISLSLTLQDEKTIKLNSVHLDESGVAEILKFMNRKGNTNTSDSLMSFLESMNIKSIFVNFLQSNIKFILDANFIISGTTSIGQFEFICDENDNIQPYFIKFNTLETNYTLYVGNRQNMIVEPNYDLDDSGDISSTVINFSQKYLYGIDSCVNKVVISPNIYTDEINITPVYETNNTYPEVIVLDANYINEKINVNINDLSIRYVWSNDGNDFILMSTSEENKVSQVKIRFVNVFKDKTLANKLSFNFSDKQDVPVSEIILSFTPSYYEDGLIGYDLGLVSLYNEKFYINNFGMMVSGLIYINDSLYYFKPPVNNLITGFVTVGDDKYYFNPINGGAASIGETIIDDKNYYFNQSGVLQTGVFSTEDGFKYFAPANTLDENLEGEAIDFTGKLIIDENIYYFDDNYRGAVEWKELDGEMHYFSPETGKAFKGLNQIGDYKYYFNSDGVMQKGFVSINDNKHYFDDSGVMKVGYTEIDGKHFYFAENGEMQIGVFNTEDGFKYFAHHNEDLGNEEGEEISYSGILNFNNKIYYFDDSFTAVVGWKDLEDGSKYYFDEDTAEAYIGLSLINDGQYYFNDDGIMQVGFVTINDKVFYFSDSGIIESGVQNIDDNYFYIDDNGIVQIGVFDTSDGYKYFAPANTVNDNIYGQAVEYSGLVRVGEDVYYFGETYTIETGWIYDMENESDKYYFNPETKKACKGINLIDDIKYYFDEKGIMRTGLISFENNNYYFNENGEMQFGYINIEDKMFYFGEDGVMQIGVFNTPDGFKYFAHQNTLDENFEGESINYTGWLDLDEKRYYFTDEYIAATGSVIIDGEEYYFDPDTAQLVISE
BoNT-A LC inh2 – BoNT A light chain protease inhibition; multiplex microsphere protease substrate cleavage, flow cytometry; 0.17% of 360,000 active; AID 588499; inhibition, % at 10 µM; further: plate controls were buffer without enzyme for full effect and enzyme alone for no effect
Starred values were filed as active, the others as inactive; ? = inconclusive; / = no result given; & = joins results of further samples. Unless noted, no stated cut-off is given here; in the data, active means inhibition above about 30%; inconclusive means no clear call, values can overlap the other calls; inactive means below that.

Every second line gives: FadD28 binding	PrPC surface inh	Anthrax LF inh2	Yp Topo-I inh	PfHsp40 yeast	BoNT F protease	CCHF vOTU inh	TcdB GH inh	BoNT-A LC inh2
1: CN(/N=C/c1ccc2c(c1)OCO2)c1ccccc1
→ -2.3	-1	-3	-6	1.8	-3	-9	/	0.5
2: CC1=C(C)C(=O)N(c2ccc(C(=O)O)cc2)C1=O
→ -4.7	-11	-3	9	-1.1	2	0	/	-0.2
3: COc1ccc(Cc2nc(-c3cccnc3)no2)cc1OC
→ -0.8	4	0	-2	0.8	4	-5	-0.3	-0.4
4: CC(C)CCc1noc(CN2CCC(C(=O)N3CCOCC3)CC2)n1
→ -1.7	-11	-2	-10	0.2	0	0	0.3	-0.3
5: O=C(NCCCc1ccccc1)C(=O)c1c[nH]c2ccccc12
→ -0.3	6	-2	5	0.2	-5	9	0.3	0.7
6: COc1ccc(NC(=S)N2CCNC(=O)C2CC(=O)Nc2cccc(Cl)c2C)cc1 (stereo not drawn)
→ -4.8	5	-2	-15	-1.6	-10	-5	1.3	-0.2
7: COc1ccc(C(CC(=O)c2ccccc2)S(=O)(=O)c2ccccc2)cc1 (stereo not drawn)
→ -1.7	3	1	0	-1.1	2	-5	/	0.8
8: CC(=O)c1cccc(NC(=S)NC(=O)c2ccc(C)cc2Cl)c1
→ -2.6	2	-2	14	-0.9	-3	10	0.2	0.3
9: O=C(NCCC(=O)N(CCc1ccccc1)Cc1ccccc1)c1ccc(Br)cc1
→ -6.5	-2	-4	32	1.2	-8	5	4.7	-2.3
10: CCS(=O)(=O)c1nc2ccccc2n1Cc1ccccn1
→ -3.0	0	-6	2	1.6	-15	-3	-0.4	-3.9
11: CN(c1nc(-c2ccccc2)cs1)C1CCS(=O)(=O)C1 (stereo not drawn)
→ -2.4	-7	-10	10	-0.5	-7	5	1.2	-0.1
12: CC12CCC(=O)N1C(C(=O)Nc1nc3ccc(F)cc3s1)CS2 (stereo not drawn)
→ -3.7	11	-1	3	-0.5	-1	4	5.3	0.2
13: O=C(Nc1ccccc1F)N1CCCC1c1cccnc1 (stereo not drawn)
→ -3.4	-2	4	0	0.9	?	4	0.3	?
14: O=C(Nc1ccc2cccnc2c1)c1ccc(Br)cc1
→ -0.8	-10	7	13	4.8	7	15	0.7	1.9
15: O=C1Nc2ccccc2C(=O)N2C[C@@H](O)C[C@H]12
→ -3.0	4	2	2	0.2	0	7	0.1	-1.9
16: COc1cc(OC)cc(C(=O)NCC(=O)OCC(=O)N2c3ccccc3NC(=O)C2(C)C)c1
→ -3.6	-3	0	3	0.7	-1	5	0.0	-0.1
17: Cc1nn(CC(=O)NC2CCC(C)CC2)c(=O)c(C#N)c1C (stereo not drawn)
→ 1.3	-19	-2	7	-0.6	?	4	0.8	0.1
18: COc1ccc(N(C)S(=O)(=O)c2ccc3c(c2)NC(=O)CO3)c(OC)c1
→ 0.0	10	-1	-7	-1.7	8	12	-4.1	0.4
19: Cc1cc(C(=O)N/N=C2\CCCc3ccccc32)c(C)o1
→ -4.4	6	-1	1	-1.3	0	-10	0.7	-0.6
20: Cc1ccc(S(=O)(=O)NC(C)C(=O)NC2CC2)cc1 (stereo not drawn)
→ /	-1	0	-5	0.2	-1	7	1.8	0.8
21: Cc1cccc(N2CCN(Cc3cn(C)nc3-c3ccccc3F)CC2)n1
→ -4.4	0	0	22	-0.5	-3	-9	1.1	0.0
22: O=C(COc1ccccc1Cl)NCc1nc(-c2ccccc2)no1
→ 0.7	-3	-2	22	0.5	10	17	1.0	1.3
23: Cc1ccccc1Cn1c(C(C)O)nc2ccccc21 (stereo not drawn)
→ -0.3	4	3	6	-0.2	-3	4	/	1.0
24: O=C(Nc1ccc(OCC(=O)N2CCN(S(=O)(=O)c3ccccc3)CC2)cc1)c1ccco1
→ -1.9	1	0	3	-0.4	7	-8	/	0.3
25: COc1ccc(CC(N)c2csc(NC(=O)Nc3ccccc3Oc3ccccc3)n2)cc1 (stereo not drawn)
→ -1.4	19	-8	-1	/	-24	-7	0.4	-0.4
26: CC1CCc2nc(NC(=O)C3COc4ccccc4O3)sc2C1 (stereo not drawn)
→ -0.8	16	-3	10	1.2	-13	9	-3.9	-0.8
27: CCn1c(SCC(=O)c2cccs2)nnc1-c1ccco1
→ 0.8	9	2	-6	0.3	-17	0	/	-0.5
28: CS(=O)(=O)N(CCc1ccccc1)CC(=O)NCc1cccnc1
→ -0.4	-7	2	-4	-1.3	0	6	/	0.5
29: COc1cc(C(=O)N=c2sc3c(C)ccc(OC)c3n2C)cc(OC)c1OC
→ -2.9	-5	-6	-3	-1.2	-2	0	0.3	0.3
30: Cc1nn(S(=O)(=O)N2CCOCC2)c(C)c1Br
→ -1.1	-3	-8	7	-1.8	3	-11	-0.9	-0.8
31: Cc1ccc(S(=O)(=O)N(C)/N=C/c2ccc(C(=O)O)cc2)cc1
→ 0.5	3	3	-5	0.2	2	1	0.0	-0.5
32: N=C1C(c2nc3ccccc3[nH]2)=C(O)CN1NC(=O)c1c[nH]c2ccccc12
→ -1.9	9	4	1	-2.6	2	13	-3.9	1.0
33: CCCCCN(C(=O)CCC(=O)OCC(=O)N(C)Cc1ccc(C)cc1)c1c(N)n(CCCC)c(=O)[nH]c1=O
→ -3.1	2	-8	28	-1.6	-2	-2	-0.3	-1.1
34: C=CCOC(=O)C1=C(C)NC2(O)c3ccccc3C(=O)C12O (stereo not drawn)
→ 0.5	6	2	-6	-0.9	-8	12	/	0.0
35: O[C@H]1c2ccccc2[C@H](Cc2cncs2)[C@@H]1Br
→ -1.6	-1	-4	-2	-1.5	-3	-4	4.8	-0.4
36: COc1ccc(S(=O)(=O)Nc2ccc3c(c2)C(=O)N([C@H](C)CO)C[C@H](C)[C@@H](CN(C)C(=O)Nc2ccc(C(F)(F)F)cc2)O3)cc1
→ -3.9	-1	-6	4	0.9	-2	-1	0.0&2.6	-0.7
37: CN(CC(=O)Nc1ccccc1C(F)(F)F)C(=O)CSc1nnc(N)s1
→ 0.4	-10	-8	2	-0.2	-3	0	-0.7	0.5
38: CC(C)(C)Nc1nc(C(N)=O)nc(N2CCOCC2)n1
→ -1.3	10	-4	4	0.1	-5	0	/	-2.1
39: CC(=O)Nc1ccc(S(=O)(=O)N2CCN(c3ccc([N+](=O)[O-])c(NCCN4CCOCC4)c3)CC2)cc1
→ -2.5	-37	-4	20	-0.6	-8	6	0.9	-0.3
40: Cc1cccn2c(=O)c(C=Nc3ccccc3)c(NCc3ccco3)nc12
→ -0.3	/	5	-6	1.1	12	/	/	2.2
41: CCN1CCN(CC(=O)NC2CCCC2)C(=O)C1=O
→ -0.8	5	-5	0	-1.0	-5	27	-0.7	-0.6
42: COc1ccc(-n2nnnc2-c2ccccc2)cc1
→ -2.6	5	-2	3	18	-10	-15	/	-0.9
43: COc1ccc(O)c(/C=C2/SC(=S)N(Cc3ccccc3)C2=O)c1
→ -1.3	-1	-6	-12	-2.0	?	-3	1.1	-1.4
44: CC1(C2CC2)NC(=O)N(CC(=O)NCC(=O)Nc2ccc(F)c(F)c2F)C1=O (stereo not drawn)
→ -3.4	-3	-10	-6	-1.3	-5	-11	0.5	-0.9
45: Cc1ccc(C)n1NC(=O)c1cccc(Cl)c1
→ -3.8	-9	-2	0	-0.1	-32	8	/	1.6

6 structures already listed, arranged by length of the SMILES, smallest number first.
Every second line gives: FadD28 binding	PrPC surface inh	Anthrax LF inh2	Yp Topo-I inh	PfHsp40 yeast	BoNT F protease	CCHF vOTU inh	TcdB GH inh	BoNT-A LC inh2
23: Cc1ccccc1Cn1c(C(C)O)nc2ccccc21 (stereo not drawn)
→ -0.3	4	3	6	-0.2	-3	4	/	1.0
19: Cc1cc(C(=O)N/N=C2\CCCc3ccccc32)c(C)o1
→ -4.4	6	-1	1	-1.3	0	-10	0.7	-0.6
9: O=C(NCCC(=O)N(CCc1ccccc1)Cc1ccccc1)c1ccc(Br)cc1
→ -6.5	-2	-4	32	1.2	-8	5	4.7	-2.3
18: COc1ccc(N(C)S(=O)(=O)c2ccc3c(c2)NC(=O)CO3)c(OC)c1
→ 0.0	10	-1	-7	-1.7	8	12	-4.1	0.4
6: COc1ccc(NC(=S)N2CCNC(=O)C2CC(=O)Nc2cccc(Cl)c2C)cc1 (stereo not drawn)
→ -4.8	5	-2	-15	-1.6	-10	-5	1.3	-0.2
36: COc1ccc(S(=O)(=O)Nc2ccc3c(c2)C(=O)N([C@H](C)CO)C[C@H](C)[C@@H](CN(C)C(=O)Nc2ccc(C(F)(F)F)cc2)O3)cc1
→ -3.9	-1	-6	4	0.9	-2	-1	0.0&2.6	-0.7

Next compounds
Every second line gives: FadD28 binding	PrPC surface inh	Anthrax LF inh2	Yp Topo-I inh	PfHsp40 yeast	BoNT F protease	CCHF vOTU inh	TcdB GH inh	BoNT-A LC inh2
46: CCNC(=O)CN(c1ccccc1OC)S(=O)(=O)c1cccs1
→ 0.3	4	-4	1	8.9	0	-16	/	-0.5
47: COc1cc(NC(=S)NN2CCN(C)CC2)cc(OC)c1
→ 0.0	-1	0	-6	0.4	-6	2	/	0.2
48: Cc1coc2cc3oc(=O)c(CCC(=O)N[C@@H](CCCNC(N)=O)C(=O)O)c(C)c3cc12
→ -2.7	5	-18	5	-0.8	-3	-27	0.2	-0.7
49: O=C(O)C1CCCCC1C(=O)NCc1ccc(Cl)c(Cl)c1 (stereo not drawn)
→ -3.1	-6	0	-7	12	2	-2	2.2	-0.9
50: Cc1ccc(S(=O)(=O)N2CCN(C(=O)CSC(=S)N3CCCC3)CC2)c(C)c1
→ 0.6	11	-2	0	4.0	-12	5	0.5	-4.2
51: CCn1nnnc1-c1ccc(OC)c(S(=O)(=O)Nc2ccc(S(N)(=O)=O)cc2)c1
→ -1.5	9	-5	-9	-1.6	2	11	-0.3	0.4
52: Cc1ccc(CSC2=NCCN2S(=O)(=O)c2ccc(C)cc2)cc1
→ -0.7	12	2	33	/	3	-5	1.2	0.1
53: CCCCn1c(=O)[nH]c(=O)c2c1nc(-c1ccccc1F)n2Cc1ccccc1OC
→ -4.7	10	-5	10	-0.2	-6	24	1.5	-0.5
54: Cc1ccc(-c2noc(C3CCCN(S(=O)(=O)c4ccc(S(=O)(=O)N(C)C)cc4)C3)n2)o1 (stereo not drawn)
→ 0.4	-1	-2	1	0.3	9	-10	0.8	0.7
55: CN1CCN(C(=O)c2ccc(CN3CCOCC3)cc2)CC1
→ -2.3	-2	4	-6	-1.5	26	-8	/	1.2
56: Cc1cc(S(=O)(=O)Nc2ncnc3sccc23)ccc1F
→ -3.5	10	-6	-7	/	1	16	-3.8	0.0

Three entries from above in a different format.
no. | molecule | FadD28 binding | PrPC surface inh | Anthrax LF inh2 | Yp Topo-I inh | PfHsp40 yeast | BoNT F protease | CCHF vOTU inh | TcdB GH inh | BoNT-A LC inh2
55 | CN1CCN(C(=O)c2ccc(CN3CCOCC3)cc2)CC1 | -2.3 | -2 | 4 | -6 | -1.5 | 26 | -8 | / | 1.2
47 | COc1cc(NC(=S)NN2CCN(C)CC2)cc(OC)c1 | 0.0 | -1 | 0 | -6 | 0.4 | -6 | 2 | / | 0.2
52 | Cc1ccc(CSC2=NCCN2S(=O)(=O)c2ccc(C)cc2)cc1 | -0.7 | 12 | 2 | 33 | / | 3 | -5 | 1.2 | 0.1
